Screening results deposited in PubChem BioAssay by Sanford-Burnham Center for Chemical Genomics.
VHR inh color – VHR1 (DUSP3) phosphatase inhibition; recombinant VHR phosphatase, colorimetric substrate read-out; 50,000 compounds, 0.7% hits; inhibition, % at 20 µM; in the data active = inhibition above about 60%; also: some results filed as inactive read as strong as hits
Target sequence (P51452 whole entry, looked up): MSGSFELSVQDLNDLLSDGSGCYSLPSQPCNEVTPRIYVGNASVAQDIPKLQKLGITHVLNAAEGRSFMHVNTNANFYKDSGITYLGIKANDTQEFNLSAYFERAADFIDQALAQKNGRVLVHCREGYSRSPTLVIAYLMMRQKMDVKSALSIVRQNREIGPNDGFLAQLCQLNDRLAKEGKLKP
Numbers without * were called inactive. Some of the compounds tested; the hit share may differ from the screen's.

mol | VHR inh color
O=C(Nc1ccccc1)c1ccccc1N1C(=O)c2ccccc2C1=O | 0
O=C(NC(=S)Nc1cccc(C(F)(F)F)c1)c1ccco1 | 3
COc1cc(C2Nc3ccccc3NC3=C2C(=O)CC(C)(C)C3)cc([N+](=O)[O-])c1O (stereo not drawn) | -4
CC(NC(=O)C1CC(=O)N(c2ccc(Br)cc2)C1)c1ccccc1 (stereo not drawn) | 16
CCN(CC)S(=O)(=O)c1cc(C(=O)NCc2ccccc2)ccc1Br | 6
S=C(Nc1ccccc1)Nc1ccc(Oc2ccccc2)cc1 | -4
Cn1cccc1CN1CCN(C(=O)c2ccc(F)cc2)CC1 | 3
O=c1oc(-c2ccccc2Cl)nc2ccc(-c3ccc4nc(-c5ccccc5Cl)oc(=O)c4c3)cc12 | -6
CCN(CC)S(=O)(=O)c1ccc(NC(=O)c2ccc(F)cc2)cc1 | -13
COc1cccc(NC(=O)/C=C/c2ccc(OC)c(Br)c2)c1 | 1
COc1ccc(C2C(C(=O)OCc3ccccc3)=C(C)NC3=C2C(=O)CCC3)c(OC)c1 (stereo not drawn) | 53
CC(=O)N1CCN(c2ccc(NC(=O)/C=C/c3ccccc3)cc2)CC1 | 33
COC(=O)c1cc(C)sc1NC(=O)C1(C)CC1(Br)Br (stereo not drawn) | 81
O=C(Cn1c(O)c(N=NC(=O)C(=O)Nc2ccc([N+](=O)[O-])cc2)c2ccccc21)Nc1ccccc1 | -17
Cc1ccc(Cc2cnc(NC(=O)c3ccccc3Cl)s2)cc1 | -10
O=[N+]([O-])c1cc(C(F)(F)F)ccc1N/N=C/c1ccc(F)cc1 | 2
Clc1cccc(Cl)c1OCCCN1CCCC1 | 1
Cn1c(/C=C2/C(=O)N(Cc3ccccc3)c3ccccc32)nc2ccccc2c1=O | 12
CNC(=O)CN(c1ccc(OC)cc1)S(=O)(=O)c1ccc(OC)c(OC)c1 | 1
COc1ccc(N2C(=O)CC(Sc3nc4ccccc4s3)C2=O)cc1 (stereo not drawn) | 26
COC(=O)c1ccccc1NC(=O)CN(c1cc(OC)ccc1OC)S(C)(=O)=O | -11
COc1ccc(N(CC(=O)Nc2cc(C)ccc2C)S(C)(=O)=O)cc1Cl | -19
C=CCOc1ccc2ccccc2c1/C=N/NS(=O)(=O)c1ccccc1 | -66
COC(=O)c1cccc(NC(=O)COc2ccc(Br)c(C)c2)c1 | -10
COc1ccc(/C=C(\NC(=O)c2ccccc2)C(=O)N/N=C/c2sccc2C)cc1 | -30
Cc1onc(-c2ccccc2Cl)c1C(=O)Nc1ccc(Oc2ccccc2)cc1 | -2
CC(=O)c1ccc(NC(=O)CSc2ncn[nH]2)cc1 | 7
O=C(Nc1nc(-c2ccccc2)cs1)c1ccncc1 | -9
CCn1cc(C=C2C(=O)NC(=O)NC2=O)c2ccccc21 | -6
CC1=C(C(=O)OCc2ccccc2)C(c2sccc2C)NC(=S)N1 (stereo not drawn) | 6
Cc1c(NC(=O)c2ccc(-c3cccc([N+](=O)[O-])c3)o2)cccc1-c1nc2ccccc2s1 | -2
O=C(Oc1ccc2c(=O)c(Oc3ccccc3Br)coc2c1)c1ccccc1 | -10
COc1ccc([N+](=O)[O-])cc1N1C(=O)C2C3C=CC(C3)C2C1=O (stereo not drawn) | 13
O=c1c2ccccc2nc(-c2ccccc2F)n1-c1cccc(Cl)c1 | 2
Cc1onc(-c2ccccc2Cl)c1C(=O)Nc1sc(C)c(C)c1C(=O)OC(C)C | -7
CCOc1cc(/C=C2\SC(N)=NC2=O)cc(Cl)c1O | 13
O=C1OC(c2ccccc2)=N/C1=C/c1ccco1 | -3
O=C(O)c1cccnc1SC1CC(=O)N(c2ccc([N+](=O)[O-])cc2)C1=O (stereo not drawn) | 2
COc1ccc(C2=C/C(=C/c3cccc(OC)c3OC(C)=O)C(=O)O2)cc1 | 2
O=S(=O)(c1ccccc1)N1CC1c1ccccc1 (stereo not drawn) | -16
O=C(COc1ccc2ccccc2c1)Nc1ccc(Br)c(Cl)c1 | 114*
Cc1ccc(/C=N/N=C/c2ccc(C)cc2)cc1 | 1
Cc1cc(C)c(OCCN2CCCC2)c(Cl)c1 | -31
Cc1c(C)c(C)c(C(=O)Nc2ccc(Cl)c(C(N)=O)c2)c(C)c1C | -12
Cc1ccc(Nc2cc(=O)[nH]c(=O)[nH]2)cc1 | -10
COc1cccc2cc(C(=O)Nc3c(C)n(C)n(-c4ccccc4)c3=O)c(=O)oc12 | -17
O=C(CCN1C(=O)c2ccccc2C1=O)N1CCN(c2ccccc2)CC1 | -32
O=C(NCCN1CCOCC1)c1cccc(C(=O)NCCN2CCOCC2)c1 | -17
CCOC(=O)C1=C(C)N=C2SCC(=O)N2C1c1ccc(Cl)cc1 (stereo not drawn) | -48
CSc1ccc(/C=C/C(=O)c2ccc(NC(=O)c3cccs3)cc2)cc1 | -27
C=CCC(Nc1ccccc1)c1ccco1 (stereo not drawn) | -15
Cc1cccc(/C=N/n2c(C)nnc2C)c1 | -11
C/C(=N\N=C1\NC(=O)C(CC(=O)Nc2ccc(Cl)cc2)S1)C(C)(C)C (stereo not drawn) | -4
O=C1c2ccccc2C(=O)c2cc(Sc3ccccc3)ccc21 | -15
CCOc1cc(C(=O)Nc2cc(C(=O)OC)ccc2C(=O)OC)cc(OCC)c1OCC | -24
Cc1ccc2c(nc3s/c(=C\c4ccc(Cl)cc4Cl)c(=O)n32)c1C | -22
O=C(CCc1ccccc1)NCCN1CCOCC1 | -14
CCOc1cccc(C2C(C(=O)OC)=C(C)N(C)C(C)=C2C(=O)OC)c1 | -3
CC(C(=O)Nc1ccccc1Br)N1C(=O)c2ccccc2C1=O (stereo not drawn) | 2
O=[N+]([O-])c1ccccc1C=Nc1cc2c(cc1Br)OCCO2 | -21

Additional structures:
mol | VHR inh color
CCC(=O)Oc1ccc2c(C)c(CC)c(=O)oc2c1I | -19
Cn1cc(/C=C2\C(=O)NC(=O)N(Cc3ccccc3)C2=O)c2ccccc21 | -19
COc1ccc2nc(NC(=O)C(C)(C)C)sc2c1 | -10
CC(=O)c1ccc(N2C(=O)c3ccccc3C2=O)cc1 | -11
c1ccc(-c2ccc(-c3nc(-c4ccccc4)no3)cc2)cc1 | -13
Oc1c(CN2CCCCC2)cc(CN2CCCCC2)nc1-c1ccccc1 | -5
CCCNC(=O)COc1ccc(C)cc1Br | 5
COc1ccc(C(=O)Nc2ccc(C(C)C)cc2)cc1[N+](=O)[O-] | -1
COc1cc(/C=C2/SC(=S)NC2=O)c([N+](=O)[O-])cc1OC | -11
COC(=O)CNC(=O)c1ccccc1F | -56
COC(=O)c1ccc(C(=O)OC)c(NC(=O)COc2ccc(C)cc2C)c1 | -5
COCCNc1nc(-c2ccc(Cl)cc2)nc2ccccc12 | -5
COc1ccc(C(=O)Nc2nnc(Cc3ccc(OC)c(OC)c3)s2)cc1 | -20
Oc1c(C=C2N=c3ccccc3=N2)sc(=S)n1-c1cccc(C(F)(F)F)c1 | 5
CCOc1ccc(Cc2c(O)nc(SC)n(-c3ccccc3)c2=O)cc1 | 2
Cc1ccccc1NC(=O)C(=O)NNC(=O)COc1ccc(Cl)cc1 | -23
O=C(Oc1ccc(/C=N/n2cnnc2)cc1)c1ccco1 | -16
COc1ccc(-c2csc(/C(C#N)=C\c3sccc3C)n2)cc1 | -10
NC1=NC(=O)/C(=C/c2ccc(OS(=O)(=O)c3cccc([N+](=O)[O-])c3)cc2)S1 | 8
c1ccc(C(c2ccccc2)N2CCN(c3nc4ccccc4n4cnnc34)CC2)cc1 | -13
CC1=C(C(=O)OC2CCCC2)C(c2ccccc2)C2=C(CC(c3ccc(Cl)cc3)CC2=O)N1 (stereo not drawn) | -65
COc1ccccc1NC(=O)c1cccc(S(=O)(=O)N2CCOCC2)c1 | -1
COc1cc2c(cc1OC)C(c1cc([N+](=O)[O-])ccc1OC(C)=O)N(C(C)=O)CC2 (stereo not drawn) | -14
O=C(COC(=O)C1CC(=O)N(c2ccc(Cl)cc2)C1)c1ccccc1 (stereo not drawn) | -20
CCOC(=O)C1C(=O)C=C(c2ccc(C)cc2)CC1c1ccccc1 (stereo not drawn) | -12
O=[N+]([O-])c1cccc(Cl)c1C1NN=C(c2ccccc2)S1 (stereo not drawn) | -6
COCCOC(=O)C1=C(C)NC2=C(C(=O)CC(C)(C)C2)C1c1cccc(Br)c1 (stereo not drawn) | -26
COc1ccc(/C=C/C(=O)c2ccc3c(c2)OCCO3)cc1OC | -26
Cc1cc(C)cc(NC(=O)/C=C/C(=O)O)c1 | 2
NC(=O)c1c(NC(=O)c2ccco2)sc2c1CCCC2 | -23

An excerpt of these results, with each value named.
Cc1c(NC(=O)c2ccc(-c3cccc([N+](=O)[O-])c3)o2)cccc1-c1nc2ccccc2s1
- VHR inh color = -2

CCn1cc(C=C2C(=O)NC(=O)NC2=O)c2ccccc21
- VHR inh color = -6

Part of the list above, field by field:
COc1ccc2nc(NC(=O)C(C)(C)C)sc2c1
  VHR inh color: -10
CC(=O)c1ccc(N2C(=O)c3ccccc3C2=O)cc1
  VHR inh color: -11

(cont.)
mol | VHR inh color
O=C(Nc1ccc(Cl)cc1C(O)c1ccccc1)c1cnn2c1NC(c1ccccc1)CC2C(F)(F)F (stereo not drawn) | -2
COc1ccc(OC)c(N=C(C)C2=C(O)CSC2=O)c1 | -5
O=C1C(=O)N(CC2CCCO2)C(c2ccc(Cl)cc2)/C1=C(/O)c1ccccc1 (stereo not drawn) | 2
COC(=O)c1ccc(N(C(=O)C(F)(F)F)C2C=CS(=O)(=O)C2)cc1 (stereo not drawn) | -9
Nc1ncc2c(n1)CC(c1ccccc1)CC2=O (stereo not drawn) | -20
COc1ccc(S(=O)(=O)N=C2C=CC(=NS(=O)(=O)c3ccc(OC)cc3)C=C2)cc1 | 10
CC(=O)c1cccc(N2C(=O)C3C4C=CC(C5CC45)C3C2=O)c1 (stereo not drawn) | -10
O=C(NC(=S)Nc1ccc2ccccc2c1)c1ccco1 | -3
O=C1c2ccccc2NC(c2ccc(O)cc2)N1c1ccc(Cl)cc1 (stereo not drawn) | -5
CCOC(=O)C1=C(O)/C(=C/c2ccc(O)cc2)SC1=Nc1ccc(Cl)cc1 | 4
Cc1ccc(-c2csc(NC(=O)c3ccc([N+](=O)[O-])cc3Cl)n2)cc1 | -2
CCN1C(=O)/C(=C\c2ccccc2OCCOc2cccc(OC)c2)SC1=S | -10
CC(=O)Oc1cccc(N2C(=O)C3C4C=CC(CC4)C3C2=O)c1 (stereo not drawn) | 10
COc1ccc(CCNC(=O)c2ccc(Cl)c(Cl)c2)cc1OC | -12
CC(=O)C1=C(O)C(=O)N(CCN2CCNCC2)C1c1ccccc1 (stereo not drawn) | 3
O=[N+]([O-])c1cccc(S(=O)(=O)Nc2ccc(Cl)c(Cl)c2)c1 | -9
COc1ccc(OC)c(C2NC(c3cc(OC)ccc3OC)C(C)C(O)(c3ccc(F)cc3)C2C)c1 (stereo not drawn) | -5
CCOC(=O)C1=C(O)/C(=C/c2ccc(C)o2)SC1=Nc1ccc([N+](=O)[O-])cc1 | 1
Cc1nc2cc(NC(=O)c3ccccc3)ccc2n1C | -13
Cc1ccc2oc(-c3cc(NC(=O)c4cccnc4)ccc3O)nc2c1 | -29
CCOC(=O)c1ccc(N/C=C/C(=O)c2cccs2)cc1 | 19
Cc1ccc(/C=C2/SC(=O)N(c3ccccc3)C2=O)cc1 | 7
O=[N+]([O-])c1ccccc1S(=O)(=O)NCCOc1ccc(Cl)cc1 | -18
COC(=O)c1c(N)sc(C)c1-c1ccc(F)cc1 | 14
COc1ccc2c(c1OC)C(=O)N(c1ccc(I)cc1)C2 | -24
O=C(NCc1cccc2ccccc12)c1ccccc1C(F)(F)F | -4
COc1cc(/C=C2/C(=O)N(c3ccc(Cl)c(C(=O)O)c3)N=C2C)ccc1Oc1nc2c(c(=O)n(C)c(=O)n2C)n1C | -10
CC(=O)c1cc(F)c(N2CCN(C(=O)c3cccs3)CC2)cc1C | -11
COc1cccc(NC(=O)c2c(-c3c(Cl)cccc3Cl)noc2C)c1 | -8
Cc1ccc(O)c(C(=O)CC(=O)c2ccc(Br)cc2)c1 | 1
Cc1c(NC(=O)CCN2C(=O)S/C(=C\c3ccccc3)C2=O)c(=O)n(-c2ccccc2)n1C | -2
CC(C)(C)OC(=O)COc1cc2oc(=O)cc(-c3ccccc3)c2cc1Cl | -12
Cc1cc(/C=N/NC(=O)CC#N)c(C)n1-c1ccc(F)cc1 | 33
CCN(CC)c1ccc(-n2c(O)c(C3=c4ccccc4=NC3=O)sc2=S)cc1 | -9
Cc1onc(-c2ccccc2)c1[N+](=O)[O-] | 4
O=C(/C=C/c1ccc(-c2cccc(Cl)c2Cl)o1)c1cccs1 | 13
N#C/C(=C\c1ccccc1Cl)c1nc(-c2cccs2)cs1 | -8
O=C(/C=C/c1ccc2c(c1)OCO2)Nc1ccccn1 | -15
COc1ccc(NC(=O)C2CCCN(Cc3ccccc3)C2)cc1OCC(C)C (stereo not drawn) | 8
Cc1sc(NC(=O)/C=C/c2ccccc2)c(C(N)=O)c1C | -14
CC(C)CC(=O)N1CCN(S(=O)(=O)c2ccc(Cl)cc2)CC1 | 0
CCc1ccc(CN2CCN(Cc3ccc(OC)cc3OC)CC2)cc1 | -10
CCOC(=O)c1c[nH]c2c(OCC)cccc2c1=O | 2
O=c1[nH]cc(N=Cc2cc(Br)ccc2O)c(=O)[nH]1 | -2

Quoted at random: 2 entries already listed, in no set order.
mol | VHR inh color
CCOC(=O)c1c[nH]c2c(OCC)cccc2c1=O | 2
Cc1onc(-c2ccccc2)c1[N+](=O)[O-] | 4
